# KCNQ2 inh: KCNQ2 potassium channel inhibitors, primary screen, cell-based, CHO-K1, FluxOR thallium flux, B-score (AID 2156); B-score at 10 µM; O88943; 20 min; active compounds read low; 1.1% of 310,000 active;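 active = fluorescence ratio B-score at most minus 3 library SDs, with starting brightness B-score within 2 library SDs, cut at about -5.5 in these data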
# Kir21 block: Kir2.1 (mouse) channel inhibition. P35561. HEK293-Kir2.1, FluxOR thallium flux fluorescence; active compounds read low. B-score at 10 µM. 0.85% of 310,000 active. AID 1672;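 active = fluorescence ratio B-score at or below minus 3 SD of library scores, with starting-brightness B-score within 2 SD, cut at about -4.2 in these data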;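 note: channel flux triggered by added potassium and thallium sulfate stimulus; B-score of peak minus minimum fluorescence over baseline after thallium stimulus; more negative B-score means stronger Kir2.1 block with less thallium influx; some compounds called inactive have numbers as strong as hits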
# Target sequence (P35561 whole entry, looked up): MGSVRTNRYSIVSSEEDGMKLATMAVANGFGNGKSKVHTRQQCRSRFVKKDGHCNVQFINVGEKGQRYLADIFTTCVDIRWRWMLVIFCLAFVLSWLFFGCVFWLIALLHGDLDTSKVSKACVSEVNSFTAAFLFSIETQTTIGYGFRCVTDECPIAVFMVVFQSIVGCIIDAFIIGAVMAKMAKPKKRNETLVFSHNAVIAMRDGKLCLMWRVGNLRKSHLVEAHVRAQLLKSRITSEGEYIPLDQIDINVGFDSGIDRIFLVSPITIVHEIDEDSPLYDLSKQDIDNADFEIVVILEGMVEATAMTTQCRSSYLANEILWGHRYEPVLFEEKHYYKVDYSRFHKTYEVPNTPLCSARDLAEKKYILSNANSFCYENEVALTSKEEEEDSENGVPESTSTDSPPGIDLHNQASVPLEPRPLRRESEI
# An asterisk follows results filed as active; i = inactive.
KCNQ2 inh,Kir21 block,SMILES
i,-2.3,Cc1ccccc1NC(=O)c1cccc(C(=O)Nc2ccccc2C)n1
i,0.59,Cc1noc(C)c1CSc1nc2sc(C)c(C)c2c(=O)n1-c1ccccc1
i,1.3,CC(C(=O)N1c2ccc(F)cc2CCC1C)N1C(=O)c2ccccc2C1=O (stereo not drawn)
i,-0.96,COCCNC(=O)C(=O)N/N=C/c1cccs1
i,-1.28,Cc1ccc(S(=O)(=O)N2CCN(C(=O)c3cc(=O)[nH]c4ccccc34)CC2)c(C)c1
i,1.37,CC(C)(C)C(=O)Nc1c2c(nn1-c1ccc(F)cc1)CSC2
i,-0.31,COc1ccc(C(=O)N2CCC(C(=O)Nc3ccc(OC)c(OC)c3)CC2)cc1
i,-0.29,CCOC(=O)c1ccc(S(=O)(=O)NC2CCCCCCC2)n1C
i,-0.89,Cc1ccc2[nH]c3c(NCc4ccccc4)ncnc3c2c1
i,0.2,CN(C)S(=O)(=O)Nc1ccc(C(=O)O)cc1
i,1.13,COc1ccc(N=Nc2c(C)[nH]c3ccccc23)cc1
i,1.06,COCC1OS(=O)(=O)NC(CC(=O)SC(C)(C)C)C1C (stereo not drawn)
i,-2.54,Cc1ccc(OCC(=O)c2cc(C)n(C)c2C)c([N+](=O)[O-])n1
i,0.04,O=C(N/N=C/c1ccc([N+](=O)[O-])o1)C(O)c1ccccc1 (stereo not drawn)
i,2.66,O=C(NCc1cnc2ccccn12)C1CCC(=O)N(Cc2ccccc2F)C1 (stereo not drawn)
i,1.03,CC(=O)Nc1cccc(NC(=O)c2cc(-c3cccnc3)nc3ccc(Cl)cc23)c1
i,0.39,Cc1cccc(NC(=O)Nc2cccnc2)c1C
i,0.48,COc1ccccc1C(=O)Nc1ccc2ccccc2c1
i,0.89,O=C(NC1CCCCCC1)C(=O)NC1CCCC1
i,-0.03,Cc1ccc(S(=O)(=O)N/N=C/c2ccccc2F)cc1[N+](=O)[O-]
i,-0.04,O=C(/C=C/c1ccccc1)OCCN=C1NS(=O)(=O)c2ccccc21
i,0.04,CC(=O)c1c(C)[nH]c(C(=O)NCCc2cccc(C)c2)c1C
i,0.93,Cc1nc2cnccc2n1C
i,-3.12,O=C(c1cccc(Br)c1)N1CCCc2ccccc21
i,-0.23,CCOC1=NN(c2ccccc2)C(=O)/C1=C\N(C)C

# Fetched by compound from the list above:
KCNQ2 inh,Kir21 block,SMILES
i,0.04,O=C(N/N=C/c1ccc([N+](=O)[O-])o1)C(O)c1ccccc1 (stereo not drawn)
i,-0.96,COCCNC(=O)C(=O)N/N=C/c1cccs1

# Remaining list, next part:
KCNQ2 inh,Kir21 block,SMILES
i,-0.1,O=C(Nc1ccc2c(c1)OCO2)NC1(C(F)(F)F)Oc2ccccc2O1
i,-1.05,CCN1CCN(c2ccc(S(=O)(=O)N3CCOCC3)cc2NC(=O)c2cc(Cl)nc3ccccc23)CC1
i,0.71,Cc1ccccc1C(=O)N1CCC(C(=O)Nc2ccccn2)CC1
i,-0.6,CC(=O)Nc1ccc(S(=O)(=O)NCCC(=O)OCC(=O)NNC(=O)c2ccccc2)cc1
i,3.65,CC(C)(C)NC(=O)Cn1nnc(-c2ccc(S(C)(=O)=O)cc2)n1
i,-1.96,CC(C)c1nc2ccccc2n1CC(O)COC1CCCCC1 (stereo not drawn)
i,-0.66,Cc1ccc(N/C(C(Cl)=C(Cl)Cl)=C(/Cl)[N+](=O)[O-])c(C)c1
i,0.46,Cc1ccc(S(=O)(=O)N(C)c2ccc(N)cc2)cc1
i,0.51,CN1CCN(C(=O)c2ccc(Cn3cc(Cl)cn3)o2)CC1
i,0.18,CCOC(=O)CNC(=O)CNC(=O)c1nn(-c2ccc(OC)c(OC)c2)c(=O)c2ccccc12
-9.13*,-0.67,Cc1cccc2nc(COc3ccc(Cl)c4cccnc34)cn12
i,-1.68,CCC(C)[C@H](NC(=O)Nc1ccc(S(N)(=O)=O)cc1)C(=O)O (stereo partly drawn)
i,-2.84,Cc1cccn2c(=O)c(C=O)c(Cl)nc12
i,1.99,COC(=O)c1ccc(C)c(NC(=O)c2nn(C)c(=O)c3ccccc23)c1
i,0.32,COc1ccc(OCC(=O)Nc2nc3ccccc3[nH]2)cc1
i,-0.57,COc1cc(C(=O)N2CCN(c3ccc([N+](=O)[O-])cc3)CC2)ccc1OCc1c(C)noc1C
i,1.55,O=C(NCCc1ccccc1)c1ccc(CS(=O)(=O)c2ccc(Br)cc2)o1
i,-0.11,COc1cccc(-n2cc(-c3ccc(F)cc3)[nH]c2=S)c1
i,-0.05,O=C(Nc1ccc(Cl)c(Cl)c1)c1cccnc1
i,0.83,CN(C)CCN(Cc1cc2cc3c(cc2nc1Cl)OCO3)C(=O)c1ccco1
i,0.63,COc1ccccc1OCCNC(=O)CC(NC(C)=O)c1ccccc1 (stereo not drawn)
i,0.34,CCn1cc(CNC(=O)/C=C/c2ccc([N+](=O)[O-])cc2)cn1
i,-3.14,Cc1nc2ccc(NC(=S)N3CCN(c4ccccn4)CC3)cc2nc1C
i,1.08,O=C(NCc1ccccc1Cl)C1CCC(=O)N(C2CC2)C1 (stereo not drawn)
i,0.37,C/C(=N\Nc1nccnc1Cl)c1ccc(Br)cc1

# Record cards (already shown):
# Shown for COc1ccc(OCC(=O)Nc2nc3ccccc3[nH]2)cc1 = KCNQ2 inh: i; Kir21 block: 0.32
# Shown for O=C(Nc1ccc(Cl)c(Cl)c1)c1cccnc1 = KCNQ2 inh: i; Kir21 block: -0.05

# Further results:
KCNQ2 inh,Kir21 block,SMILES
i,-0.86,Cc1cc(NC(=O)CSC2=NS(=O)(=O)c3cc(Cl)ccc3N2)no1
i,2.84,Nc1nc2ccc(S(=O)(=O)N3CCCCC3)cc2s1
i,2.43,COc1ccc(S(=O)(=O)Cc2ccc(C(=O)N3CCN(c4cccc(C)c4C)CC3)o2)cc1
i,0.14,Cc1cccc(NC(=O)CCS(=O)(=O)c2ccccc2)c1
i,-0.06,COc1ccc(Cl)cc1S(=O)(=O)N1CCCC(C(=O)N2CCCC2)C1 (stereo not drawn)
i,1.35,Cc1nn(-c2ccccc2)c(Cl)c1/C=N/NS(=O)(=O)c1ccc(Br)cc1
i,1.11,COc1ccc(-c2ccnc3cc(C(=O)O)nn23)cc1
i,-1.16,CC1(C(=O)O)CCC(C(=O)Nc2ccc(F)cc2)C1(C)C (stereo not drawn)
i,-0.42,CCOc1ccc(S(=O)(=O)NN)cc1
i,0.34,O=C(CCCN1C(=O)c2ccccc2C1=O)Nc1ccc(Br)cn1
i,-1.86,O=C1C(=O)c2ccccc2C(O)=C1CCCCl
i,-0.15,COc1ccc(N2CCN(C(=O)CSc3nnc(CNc4ccccc4)o3)CC2)cc1
i,-0.24,COC(=O)c1sccc1NC(=O)Cc1ccc(OC)cc1
i,1.27,Cn1c(=O)[nH]c(=O)c2c1nc(Sc1ccccc1)n2CCc1ccccc1
i,0.46,COCCCNC(=O)Cn1nnc(-c2ccccc2NC(=O)c2ccc(F)cc2)n1
i,-0.85,CCc1nnc(NC(=O)CCC(=O)N2CCN(Cc3ccc(F)cc3)CC2)s1
i,0.87,CCCOc1ccc(/C(O)=C2/C(=O)C(=O)N(CCCOC)C2c2ccncc2)cc1 (stereo not drawn)
i,0.68,CCOc1ccc(S(=O)(=O)N2CCCC(C(=O)NCCN3CCOCC3)C2)cc1Cl (stereo not drawn)
i,0.12,COc1ccc(-c2noc(C(=O)NCc3ccc(F)cc3)n2)cc1OC
i,0.14,COC(=O)c1cccc(NC(=O)CC2C(=O)NCCN2C(=O)c2ccc(F)cc2F)c1 (stereo not drawn)
i,0.36,Cc1ccc(C(O)Cn2cc([N+](=O)[O-])nc2C)cc1 (stereo not drawn)
i,-0.33,O=[N+]([O-])c1ccc(C(O)CN2CCN(c3ccccc3)CC2)cc1 (stereo not drawn)
i,-1.76,COc1cc(CCC(=O)OCC(=O)Nc2ccccc2C(C)C)cc(OC)c1OC
i,-0.61,CSc1cccc(N2CC(C(=O)NCCN3C(=O)S/C(=C\c4cccnc4)C3=O)CC2=O)c1 (stereo not drawn)
i,-0.3,COC(=O)c1ccc(CNC(=O)COC(=O)CC23CC4CC(CC(Br)(C4)C2)C3)cc1

# Carrying on.
KCNQ2 inh,Kir21 block,SMILES
i,0.05,CC1(C)Cc2c(C#N)c(N3CCOCC3)nc(-c3ccccc3)c2CO1
i,-0.55,CCOC(=O)c1c(C)[nH]c(C(=O)OCC(=O)c2ccccc2)c1C
i,0.08,COC(=O)C1=C(C)N(c2ccc(Cl)cc2)/C(=C/c2cccs2)C1=O
i,0.69,CC(C)OC(=O)c1nn2c(C(F)(F)F)cc(-c3ccc(Br)o3)nc2c1Br
i,1.38,O=C(O)CC1(CC(=O)Nc2ccc(F)cc2F)CCCCC1
i,-2.1,C#CC[N+]1(CC#Cc2ccccc2)CCOCC1
i,0.01,CC(C)(C)NC(=S)NC(C)(C)C
i,0.63,O=C(O)CSc1cc(C(F)(F)F)nc(-c2ccccn2)n1
i,0.96,O=C(Cn1cncn1)c1ccc(Cl)cc1
i,0.08,Cc1ccsc1/C=N/NC(=O)c1ccc2c(c1)OCCO2
i,-0.98,CCNc1nc(NCC)n2c(SCC(=O)Nc3cccc(F)c3)nnc2n1
i,0.6,COc1ccc(N2Cc3ccccc3C2=NC(=O)c2ccc(C)cc2)cc1OC
i,0,O=C(C1CCCN(Cc2ccc(F)cc2)C1)N1CCCCC1 (stereo not drawn)
i,0.36,CC1CC(C)CN(C(=O)COC(=O)CNC(=O)C23CC4CC(CC(C4)C2)C3)C1 (stereo not drawn)
i,0.69,Cc1ccc(C)c(NS(=O)(=O)c2cc(C(=O)NCc3ccccn3)ccc2Cl)c1
i,-0.13,C/C(Cc1ccccc1)=N\NC(=O)CCCCCC(=O)N/N=C(\C)Cc1ccccc1
i,-0.2,COc1ccc(-c2ccc(NS(=O)(=O)c3cc([N+](=O)[O-])ccc3C)cc2)nn1
i,-2.82,CCN(CC)S(=O)(=O)c1cc(Br)c(C)cc1OC
i,-1.01,CCN(CC(=O)Nc1c(F)cccc1F)C(=O)c1ccc2c(c1)OCCO2
i,-1.85,CCOCCCn1c(C)nc2c[n+](CC(=O)c3ccc4ccccc4c3)cc(Br)c21
i,-2.97,O=C(O)CC/C(=C\c1ccccc1[N+](=O)[O-])c1nc2ccccc2s1
i,-1.15,CC(C)N(CCCNC(=O)c1ccc(N2CCCC2=O)cc1)Cc1ccccc1
i,-0.51,Cc1[nH]n(-c2ccc([N+](=O)[O-])cc2)c(=O)c1C=NCCN1CCN(C(=O)c2ccccc2F)CC1
i,-1.51,COc1ccc(C2Nc3ccccc3C(=O)N2NS(=O)(=O)c2ccccc2)cc1 (stereo not drawn)
i,1.31,Cc1ccc(C(=O)Nc2sc3c(c2C(=O)NCc2ccco2)CCCC3)cc1

# Printed as active in KCNQ2 inh (from the list above):
KCNQ2 inh,Kir21 block,SMILES
-9.13*,-0.67,Cc1cccc2nc(COc3ccc(Cl)c4cccnc34)cn12

# Back to the main list; the 4 compounds before the break are reprinted first.
KCNQ2 inh,Kir21 block,SMILES
i,-1.15,CC(C)N(CCCNC(=O)c1ccc(N2CCCC2=O)cc1)Cc1ccccc1
i,-0.51,Cc1[nH]n(-c2ccc([N+](=O)[O-])cc2)c(=O)c1C=NCCN1CCN(C(=O)c2ccccc2F)CC1
i,-1.51,COc1ccc(C2Nc3ccccc3C(=O)N2NS(=O)(=O)c2ccccc2)cc1 (stereo not drawn)
i,1.31,Cc1ccc(C(=O)Nc2sc3c(c2C(=O)NCc2ccco2)CCCC3)cc1
i,-0.56,Cc1ccc(CNC(=O)/C(C#N)=C/c2ccc(C)s2)cc1
i,-2.16,Cc1c(C)n2c(SCC(=O)N3CC(C)OC(C)C3)nnc2[nH]c1=O (stereo not drawn)
i,-0.88,COC(=O)CSc1nc(C)cc(Oc2ccccc2)n1
i,0.04,Cc1nn(-c2ccccc2)c(C)c1-c1ccccc1O
i,0,COc1ccc(CN(N=O)C2CC(=O)N(c3ccc(OC)cc3)C2=O)cc1 (stereo not drawn)
i,1.16,N#Cc1c(SCC(=O)Nc2nncs2)sc2c(O)cc(=O)[nH]c12
i,0.68,CC(C)Oc1ccc(C2CC(=O)N(c3ccccc3)C2=O)cc1 (stereo not drawn)
i,-1.5,CCOC(=O)C1CCN(C(=O)C(C)c2ccc([N+](=O)[O-])cc2)CC1 (stereo not drawn)
i,0.87,Nc1ccc(C2CCCc3nonc32)c2nonc12 (stereo not drawn)
-15.1*,-0.93,Cc1ccc(-c2nn(-c3ccccc3)cc2CN(Cc2ccccc2)C(=O)c2ccco2)o1
i,-2.55,CC(C)(C)c1nc2ccccc2[nH]1
i,0.89,Cc1cc(C(F)(F)F)nc(SCc2ccc(C(=O)O)o2)n1
i,0.63,CCCC(C)NC(=O)COC(=O)c1ccccc1SCC(=O)NC(C)CCC (stereo not drawn)
i,1.14,Cc1cc(NC(=O)/C=C/c2ccccc2)no1
i,-0.31,CCCNC(=O)c1ccc(N2CCC3(CC2)CC(c2cccc(Br)c2)=NO3)c(NC(=O)c2cccc(C)c2)c1
i,-0.36,CCC(C(=O)NC(C)(C)C)N(Cc1ccco1)C(=O)CNS(=O)(=O)c1ccc(OC)cc1 (stereo not drawn)
i,0.35,CSc1nsc(SCC(=O)Nc2ccc3c(c2)OCCO3)n1
i,0.66,COC(=O)c1ccccc1-c1ccc(/C=N/Nc2nc(N3CCCC3)nc(N3CCCC3)n2)o1
i,1.12,COc1ccc(N2CCN(CC(=O)Nc3ccc(SC(F)F)cc3)CC2)cc1
i,-0.06,Cc1ccc(/C=N/NC(=O)c2ccc(N(C)S(=O)(=O)c3ccccc3)cc2)cc1
i,0.74,COc1cc(S(=O)(=O)N2CCCCC2)ccc1NC(=O)c1ccccc1Cl
i,0.49,Cc1ccc(-n2c(C)nn(-c3ncc(C(F)(F)F)cc3Cl)c2=O)cc1
